KDM5B inh = KDM5B demethylase inhibition; Q9UGL1; KDM5B demethylase, FDH-coupled NADH fluorescence (FDH is formaldehyde dehydrogenase); Potency, µM (titrated, usually from 57.7 µM), without a hit: at the highest dose activity change, negative = inhibition, usual class: inhibitors; hit rate 2.6% among 220,000; active means well fitted inhibition curve with a large enough effect; inconclusive means small, poorly fitted or top-dose-only effect; inactive means no such curve, though single readings can be large or run the other way; further: 0% is about no effect; nearly all actives have a fitted effect of over 70% in size
Target sequence (Q9UGL1 whole entry, looked up): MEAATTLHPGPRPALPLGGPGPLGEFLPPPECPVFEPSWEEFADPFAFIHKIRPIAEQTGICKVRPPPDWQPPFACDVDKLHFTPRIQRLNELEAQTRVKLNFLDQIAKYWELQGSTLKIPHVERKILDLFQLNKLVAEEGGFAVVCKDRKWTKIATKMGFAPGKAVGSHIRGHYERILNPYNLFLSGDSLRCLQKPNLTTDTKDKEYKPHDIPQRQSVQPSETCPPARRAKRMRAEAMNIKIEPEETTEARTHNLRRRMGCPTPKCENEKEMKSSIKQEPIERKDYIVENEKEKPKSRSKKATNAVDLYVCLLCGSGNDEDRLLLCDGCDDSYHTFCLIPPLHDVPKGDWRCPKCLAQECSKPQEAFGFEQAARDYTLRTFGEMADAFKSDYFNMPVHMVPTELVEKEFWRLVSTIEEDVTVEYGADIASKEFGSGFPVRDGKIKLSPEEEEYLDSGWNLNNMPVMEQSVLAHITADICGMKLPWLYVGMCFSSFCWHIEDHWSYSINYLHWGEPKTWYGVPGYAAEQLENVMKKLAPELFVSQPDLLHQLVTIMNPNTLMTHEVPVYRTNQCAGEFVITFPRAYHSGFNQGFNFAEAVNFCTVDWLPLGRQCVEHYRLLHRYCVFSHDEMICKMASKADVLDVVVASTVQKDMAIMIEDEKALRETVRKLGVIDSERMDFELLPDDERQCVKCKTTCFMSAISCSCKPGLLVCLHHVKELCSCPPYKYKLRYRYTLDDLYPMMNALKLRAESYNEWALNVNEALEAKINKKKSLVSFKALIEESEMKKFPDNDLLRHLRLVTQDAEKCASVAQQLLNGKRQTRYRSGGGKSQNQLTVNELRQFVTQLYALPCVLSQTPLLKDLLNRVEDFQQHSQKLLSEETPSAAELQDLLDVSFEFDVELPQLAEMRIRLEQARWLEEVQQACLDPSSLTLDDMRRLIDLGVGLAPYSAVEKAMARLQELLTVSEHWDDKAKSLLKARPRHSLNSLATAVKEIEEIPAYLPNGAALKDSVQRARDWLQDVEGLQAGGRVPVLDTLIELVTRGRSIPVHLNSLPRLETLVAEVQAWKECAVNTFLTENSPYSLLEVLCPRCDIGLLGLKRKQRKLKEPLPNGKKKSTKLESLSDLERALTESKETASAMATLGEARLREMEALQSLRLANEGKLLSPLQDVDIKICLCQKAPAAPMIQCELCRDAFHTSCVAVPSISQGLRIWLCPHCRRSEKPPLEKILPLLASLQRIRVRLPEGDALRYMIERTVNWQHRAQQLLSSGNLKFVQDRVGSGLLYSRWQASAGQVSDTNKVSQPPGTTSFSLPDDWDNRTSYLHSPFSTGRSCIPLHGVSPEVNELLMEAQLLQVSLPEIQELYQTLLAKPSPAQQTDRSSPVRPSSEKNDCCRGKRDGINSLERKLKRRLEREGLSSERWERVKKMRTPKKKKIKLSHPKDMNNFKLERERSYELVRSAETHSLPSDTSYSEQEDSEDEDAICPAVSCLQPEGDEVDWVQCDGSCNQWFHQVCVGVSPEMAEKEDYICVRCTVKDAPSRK
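Measured: NADH fluorescence change, 30 min, RT. System: KDM5BΔAP 200 nM final, H3K4me3 peptide, α-KG, Fe(II), ascorbate, NAD⁺ plus FDH, pH 7.5 HEPES. Compounds: titrated, 10 min pre-incubation with enzyme.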
* = called active by the depositor; i = inactive; ? = inconclusive; [ ] = another dose, or the depositor's remark. Potency means the concentration at half of the fitted maximal effect. A portion of the library; count on the stated rates, not on these rows.

SMILES | KDM5B inh
Cn1c(C(=O)N2CCC(C(=O)N3CCN(c4ccccc4)CC3)CC2)cc2sccc21 | -13%
NC(N)=N/N=C/c1ccc([N+](=O)[O-])cc1 | 9%
C=CCNc1nc(-c2ccc3c(c2)C(C)C(=O)N3)cs1 (stereo not given) | -8%
CC1CCC2(CC1)NC(=O)N(CC(=O)Nc1ccc3c(c1)OCO3)C2=O (stereo not given) | -2%
COc1ccccc1-c1cc(C(=O)NCc2cccs2)nn2cnnc12 | ?
CCN(CC)CCCn1c(C)c(C)c2c1ncn1nc(-c3cccs3)nc21 | ?
COc1ccc(C(=O)NC2CCCCC2)cc1 | 2%
COc1ccc(C(C(=O)NCC2CCCO2)N(Cc2ccccc2)C(=O)c2snc(C(N)=O)c2N)cc1OC (stereo not given) | ?
COc1ccc(C2=C(O)C(=O)N(Cc3ccco3)C2c2ccc(C(C)C)cc2)cc1 (stereo not given) | 4%
O=C1/C(=C/c2cccs2)SC(=S)N1NS(=O)(=O)c1ccccc1 | -6%
Cn1nccc1C(=O)NC1CC(C)(C)Cc2c1cnn2-c1ccc(F)cc1 (stereo not given) | 32%
Cc1oc(-c2cccs2)nc1CC(=O)NC(C)CN1CCOCC1 (stereo not given) | ?
O=C(CSc1nnc(-c2ccccc2F)n1C1CC1)c1cc2ccccc2o1 | -2%
Cc1nn(C)cc1C(=O)c1ccccc1 | 24%
CCOC(=O)c1noc2nc(C)n(CC(=O)Nc3ccc(OC)c(Cl)c3)c(=O)c12 | -3%
Cc1noc([C@@H]2CN(C(=O)c3n[nH]c4ccccc34)C[C@H]2C(N)=O)n1 | -29%
CCOc1ccccc1NC(=O)c1ccc2c(c1)CCN2S(C)(=O)=O | -1%
CN(CC(=O)N(C1CCCCC1)C1CCS(=O)(=O)C1)c1ccc2ccccc2c1 (stereo not given) | ?
O=C1OC(C2CC2)c2cc3c(cc21)OCCO3 (stereo not given) | 8%
CC(=O)Nc1ccc(NC(=O)C2CCCN2S(=O)(=O)c2ccc3c(c2)CCCC(=O)N3)cc1 (stereo not given) | 11%
CC(C)(C)c1ccc(C2CC2C(=O)NN)cc1 (stereo not given) | 33%
C[S+](=O)([O-])c1ccc(-c2cc3c(ccn3Cc3ccncc3)c(N3CCOCC3)n2)cc1 | 25µM*
COc1ccc(CCn2c(Br)nc3c2c(=O)n(C)c(=O)n3C)cc1 | 15%
Cn1nc(-c2nncn2Cc2ccccc2)c2c1CCN(C(=O)c1[nH]nc3c1COc1ccccc1-3)C2 | -35%

Overlap with the part before: two entries, then new ones.
SMILES | KDM5B inh
COc1ccc(CCn2c(Br)nc3c2c(=O)n(C)c(=O)n3C)cc1 | 15%
Cn1nc(-c2nncn2Cc2ccccc2)c2c1CCN(C(=O)c1[nH]nc3c1COc1ccccc1-3)C2 | -35%
C=C1SC(=Nc2c(C)cccc2Cl)N(C(=O)c2sc3ccccc3c2Cl)C12CCCCC2 | 3%
Cc1ccccc1/C=C/C(=O)NC1CC1 | 8%
Cc1cccc(C)c1OCC(O)Cn1c(C)cc(=O)n2ncnc12 (stereo not given) | 3%
Cc1ccc(NC(=O)C2CCN(c3nc(-c4ccc(C(C)C)cc4)no3)CC2)c(Cl)c1 | -17%
O=C(c1ccc(Cl)cc1)N(Cc1ccco1)c1ccc(O)cc1 | -4%
CCSC1=C(C#N)C(c2ccc(C)cc2)C2=C(CCCC2=O)N1 (stereo not given) | -20%
Cc1cccc(C)c1Nc1nc2ccccc2nc1NS(=O)(=O)c1ccccc1 | ?
O=C(NCCc1ccc(Cl)cc1)c1ccc2c(c1)N(Cc1c(F)cccc1Cl)C(=O)CS2 | -4%
C#CCOc1ccc(C(=O)N[C@@H]2CN(Cc3cccc(OC)c3)CCC[C@H]2O)cc1 | -34%[86.2 µM]
N#Cc1ccc(C(=O)N2CC(F)(F)C[C@H]2c2nc(C3CC3)no2)cc1 | 22%
COc1ccc(Cn2c(CCC(=O)Nc3cc(C)cc(C)c3)nc3cccnc32)cc1 | -19%
CCOCCOC1CCN(C(=O)c2nn(C)c3ccccc23)CC1 | -14%
CO/N=C/c1ccc(OCc2ccc(C(=O)OC)cc2)cc1 | 15%
Cc1oc(-c2nc(C#N)c(NC(C)C)o2)cc1S(=O)(=O)N1CCOCC1 | 174%[activator]
Cc1noc([C@H]2CCN(C(=O)C3CCCCC3)C[C@H]2NC(=O)C2CC2)n1 | 35%[activator]
COc1ccc(/C=C2\SC(=S)N(C(C(=O)O)c3ccccc3)C2=O)c(OC)c1 (stereo not given) | -18%
COc1ccc(-c2oc3ncn4nc(-c5ccccc5O)nc4c3c2-c2ccc(OC)cc2)cc1 | ?
Cc1ccc2c(c1)C(O)(CC(=O)c1ccccc1F)C(=O)N2 (stereo not given) | 9%
CCN(CC)S(=O)(=O)c1ccc2oc(SC(C(=O)NC3CC3)c3ccccc3)nc2c1 (stereo not given) | -1%
Cc1ccc(S(=O)(=O)N2CCCc3cc(NS(=O)(=O)c4ccc(F)cc4)ccc32)cc1 | -19%
CCOC(=O)N1CCC(NC(=O)c2cnn3c(C)c(Cc4cc(C)ccc4C)c(C)nc23)CC1 | 10%
Cc1cc(C)c(CNC(=O)c2nc(-c3cncnc3)cc3c2ccn3C(C)C)c(=O)[nH]1 | 32µM*
COc1ccc(Cn2c(C3CCN(C(=O)c4ccc(F)c(Cl)c4)CC3)n[nH]c2=O)cc1 | 29%
COC(=O)c1scc(-c2ccc(C)cc2)c1S(=O)(=O)N1CCN(c2ccc(C)cc2C)CC1 | -24%
Cc1ccc2nc(CN3CCN(C(=O)Nc4ccc(F)cc4)CC3)oc2c1 | -15%
CCOc1ccc(Oc2nc(NC)nc(N3CCOCC3)n2)nn1 | -19%
Cc1ccc(N2CCN(C(=O)C3CCC(CNS(=O)(=O)c4ccc(Br)s4)CC3)CC2C)cc1 (stereo not given) | -67%
Cc1oc(C(O)c2ccccc2F)nc1C(=O)Nc1ccccc1C(N)=O (stereo not given) | 35µM*
COc1ccc(CC(=O)NCc2ccc(-n3cccc3)cc2)cc1OC | 16%
COc1ccc(OCC(=O)Nc2ccc3c(c2)N(C)C(=O)c2ccccc2S3)cc1 | -26%
CC1CCN(S(=O)(=O)c2ccc3c(ccn3CCC(=O)NCc3ccccc3F)c2)CC1 | -22%
COc1ccccc1N1CCN(CCCNC(=O)c2cnn(-c3ccccc3Cl)c2C2CCN(C(=O)OC(C)(C)C)CC2)CC1 | -13%
CCOc1ccc(S(=O)(=O)NCCc2ccccc2)cc1-c1nc(C)no1 | -17%
CCCC(=O)n1nc(-c2cccnc2)nc1NCc1ccccc1 | i
CC(C)c1ccc(NC(=O)c2cc3c(=O)[nH]c4ccccc4c3n2C)cc1 | -5%
COC(=O)c1ccc(COC(=O)C2COc3ccccc3O2)o1 (stereo not given) | 3%
CCCOc1cccc(C(=O)Nc2ccc(-c3nc4ccccc4o3)cc2)c1 | ?
O=C(COc1ccc2ccc(=O)oc2c1)Nc1ccc(N2CCOCC2)cc1 | ?
O=c1cc(O)c2sc3nc(C45CC6CC(CC(C6)C4)C5)cc(C(F)(F)F)c3c2[nH]1 | 12%
CC(C(=O)N(C)C1CCCCC1)N(C)CC(=O)Nc1ccc(Cl)cc1 (stereo not given) | 25%
CCN1C(=O)C2(CCN(S(=O)(=O)c3ccc(C)c(C)c3)CC2)c2ccccc21 | -3%
Cc1ccncc1C(=O)N1CCCN(Cc2ccncc2)C(c2ccccc2)CC(=O)NCC1 (stereo not given) | -27%
Cc1ccccc1Nc1c(-c2cccc(O)c2)nc2ccc(Br)cn12 | ?
NC(N)=N/N=C/C(Cl)=C/c1ccccc1 | -1%
COc1cccc(NC(=O)Cn2c(=O)n(-c3ccccc3)c(=O)c3c4c(sc32)CCCC4)c1 | 6%
O=C(Cn1ccn2nc(-c3ccccc3)c(CO)c2c1=O)Nc1ccc(Cl)cc1F | ?
COc1cc(NC(=O)N2CC(c3noc(-c4ccccc4)n3)C2)cc(OC)c1OC | 13%
O=C(c1ccccc1)N1CC2(CCCCN2CC2CC2)Cc2ccccc21 (stereo not given) | -2%[149 µM]

In another format: entries from further up
O=C(COc1ccc2ccc(=O)oc2c1)Nc1ccc(N2CCOCC2)cc1
  KDM5B inh = ?
CCN1C(=O)C2(CCN(S(=O)(=O)c3ccc(C)c(C)c3)CC2)c2ccccc21
  KDM5B inh = -3%
NC(N)=N/N=C/C(Cl)=C/c1ccccc1
  KDM5B inh = -1%
Cc1ccncc1C(=O)N1CCCN(Cc2ccncc2)C(c2ccccc2)CC(=O)NCC1 (stereo not given)
  KDM5B inh = -27%

The list goes on.
SMILES | KDM5B inh
O=C(c1cncc(Br)c1)N1CCCC(CN2CCOCC2)CC1 (stereo not given) | -18%
CC(=O)c1ccc(N2CCN(C(=O)c3nn(Cc4ccccc4)c(=O)c4ccccc34)CC2)c(F)c1 | -15%
COc1ccc2c(c1)N(C(=O)Nc1ccc(Cl)cc1)C(C)(C)C=C2C | ?
CCOc1ccc2c(n1)CCN(C(=O)COc1ccccc1)C2 | -25%
Cn1c(C(=O)NCCNC(=O)c2cccc(F)c2)cc2ccccc21 | 6%
COc1ccc(N=CC=C2OC(C)(C)C(C)(C)O2)cc1OC | ?
CNC(=O)[C@H]1C[C@H](Oc2cccnc2)CN1C(=O)NCc1ccc(F)cc1 | 8%
COc1ccccc1C(=O)NC1CC(=O)N(c2cccc(F)c2)C1 (stereo not given) | 5%
NC(=O)c1ccc(CC2CCN(C(=O)C3CCOCC3)CC2)cc1 | 13%
O=C(c1ccccn1)N1CCC2(CC1)NC(=O)N(Cc1ccc(F)cc1)C2=O | 23%
COc1ccc(Cl)cc1-c1ccc2c(c1)C(=O)N1CC[C@H](NC(=O)C3CCCC3)C[C@H]1C(=O)N2 | ?
CC(C)c1ccc(Nc2nc(N)c(C#N)c(CC#N)c2C#N)cc1 | ?
COc1ccc(N2C(=O)[C@@H]3[C@H](C2=O)[C@H]2C=CC=NN2[C@@H]3C(=O)Nc2ccc(Cl)cc2)cc1 | -30%
CCNC(=O)CSc1cc(C)c2ccccc2n1 | 15%
Cc1c(Cl)cccc1NS(=O)(=O)c1ccc(-c2cnc(C3CC3)o2)cc1 | ?
O=C(NCC1CCN(Cc2ccccc2Cl)CC1)c1cc2ccc3cccnc3c2[nH]1 | -2%
Cc1oc2c(c1C(=O)N1CCCC1)CN(Cc1ccc(F)cc1)CC2 | -3%
COc1ccc(-n2ccn(CC(=O)Nc3c(C)cc(C)cc3C)c2=O)cc1 | 8%
COCc1cc(=O)n(CC(=O)Nc2cccc(C)c2)c(N2CCOCC2)n1 | -28%
O=C(CN1CC2CC(C1)[C@H]1CCCC(=O)N1C2)Nc1ccc(N2CCOCC2)cc1 (stereo not given in full) | 17%
CCCNC(=S)Nc1cc(Cl)c(Cl)cc1Cl | 13%
CSCc1ccc(C(=O)N2CCCC(O)(CN3CCCC3)C2)o1 (stereo not given) | -20%
C=CCOc1c(CCC)cc(CCC)cc1C(N)=O | 11%
O=C(O)CN1C(=O)S/C(=C\c2cn(CC(=O)N3CCOCC3)c3ccccc23)C1=O | 10%
O=C(CSc1nnc(-c2ccccc2)c2ccccc12)c1ccc2c(c1)OCCCO2 | 1%
Cc1ccncc1-c1c(C)nn2c1N(Cc1cccc(OC(F)(F)F)c1)CCC2 | 35µM*
CO[C@H]1C(=O)N(C(C)C)[C@H]1C1CCN(C(=O)c2cnn(C)c2)CC1 | -26%
COCc1nnc(NC(=O)Cn2ccc3c(Cl)cccc32)s1 | 8%
O=C(CN1C(=O)COc2ccc(C(=O)COc3ccc(F)cc3)cc21)Nc1ccccc1 | -7%
Cc1cccc(Nc2nc(C)c(C(=O)Nc3ccccc3)s2)c1 | ?
Cc1c2cnn(-c3ccccc3)c(=O)c2c(C)n1CC(=O)NCc1ccccc1Br | -13%
COc1ccccc1CNC(=O)Cn1c(-c2cccs2)cc2cc(F)ccc21 | ?
CC(=O)N1Cc2ccccc2NC(=O)C12CCNC2 (stereo not given) | -18%[149 µM]
COc1ccccc1NC(=O)c1c(NCc2sccc2C)sc2c1CCCCC2 | ?
Cc1ccc(C(=O)N2CCC3(CC2)CC(c2cccc(C(F)(F)F)c2)=NO3)cc1 | -19%
COc1ccc(CCC2CCCN(S(=O)(=O)N(C)C)C2)cc1 (stereo not given) | 12%
CCc1ccccc1NC(=O)C(=O)NCCc1csc(-c2ccc(C(F)(F)F)cc2)n1 | 8%
COc1cccc(OC)c1OCc1ccon1 | 15%
NC(=O)C1CN(CC(=O)Nc2ccccc2Cl)c2ccccc2O1 (stereo not given) | 17%
CCOC(=O)c1cccc(NC(=O)Cn2c(=O)nc(-c3ccccc3)c3ccccc32)c1 | -5%
Cc1ccc(N2CCn3c2nc2c3c(=O)n(C/C=C/c3ccccc3)c(=O)n2C)cc1C | -26%
O=C(NCCc1c[nH]c2ccc(Cl)cc12)c1ccccc1Br | 0%
CN1C(=O)CN(Cc2ccccc2C#N)C(=O)c2ccccc21 | ?
Cc1ccc(C(=O)N/C(=C\c2cn(C)c3ccccc23)C(=O)OCCN(C)C)cc1 | 27%
CCC(O)c1cc2n(n1)CCN(C(=O)CN1CCOc3ccccc3C1)C2 (stereo not given) | -16%

Part of the list above in another layout.
Structure: CCOCCOC1CCN(C(=O)c2nn(C)c3ccccc23)CC1
  KDM5B inh: -14%
Structure: CO/N=C/c1ccc(OCc2ccc(C(=O)OC)cc2)cc1
  KDM5B inh: 15%
Structure: Cc1oc(-c2nc(C#N)c(NC(C)C)o2)cc1S(=O)(=O)N1CCOCC1
  KDM5B inh: 174%[activator]
Structure: Cc1noc([C@H]2CCN(C(=O)C3CCCCC3)C[C@H]2NC(=O)C2CC2)n1
  KDM5B inh: 35%[activator]

Screens: PubChem, National Center for Advancing Translational Sciences (NCATS)
